# Screens: PubChem BioAssay, several laboratories
# PMI inhibitors: inhibitors of human PMI, primary screen, biochemical, fluorescence intensity, coupled assay (AID 1209). purified PMI enzyme, coupled fluorescence intensity; higher % means a stronger effect. 0.42% of 190,000 active. one-dose inhibition, % at 20 µM; IC50 in µM for titrated hits;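 note: plate controls were DMSO vehicle for no effect and wells lacking substrate for full effect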
# M1AAP inhibition: malaria alanyl aminopeptidase activity blockers – biochemical, fluorogenic H-Leu-NHMec substrate, 1536-well (AID 1445); 0.42% of 220,000 active; one-dose inhibition, % at 30 µM; IC50 in µM for titrated hits; recombinant M1AAP, H-Leu-NHMec fluorogenic kinetic assay; higher % means a stronger effect;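 active = primary inhibition above the hit cutoff, then over 50% inhibition at one or more dose response concentrations, cut at about 23% in these data, passing the limit was not always enough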;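 note: plate controls were DMSO full reaction for no effect and no enzyme background for full effect; strong numbers were not always called active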
# P. falciparum M17LAP: P. falciparum M17LAP inhibitors, primary screen, biochemical, fluorogenic H-Leu-NHMec substrate, 1536-well (AID 1619); recombinant M17LAP, H-Leu-NHMec fluorogenic kinetic assay; higher % means a stronger effect; one-dose inhibition, % at 30 µM; IC50 in µM for titrated hits; 0.38% of 220,000 active;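 active = compound inhibiting the enzyme by more than half at any dose during confirmatory dose-response retesting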;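 note: plate controls were full reaction with DMSO carrier for no effect and no enzyme background for full effect; strong numbers were not always called active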
# TNAP activation fold: human TNAP enzyme activators, primary screen, biochemical, luminescent, no phosphate acceptor, uHTS (AID 1001) | one-dose activation fold at 20 µM; EC50 in µM for titrated hits | 0.03% of 200,000 active | purified TNAP, luminescent activation assay, no phosphate acceptor; higher activation fold means a stronger effect; in the data active = activation fold from about 3, or a potency from the dose series; inactive = the rest, 99 in 100 with activation fold below about 1.6; note: many of its hits are not listed in these tables
# PMI inhibition: MPI inhibition at elevated mannose 6-phosphate – biochemical, fluorescence intensity, high mannose 6-phosphate, primary screen (AID 1220). recombinant PMI enzyme, coupled fluorescence intensity; higher % means a stronger effect. inhibition, % at 20 µM, or IC50 in µM where a hit was titrated. 0.66% of 190,000 active
# LYP inhibition: PTPN22 lymphoid phosphatase activity blockers – biochemical, fluorescence intensity, uHTS (AID 1779). recombinant LYP phosphatase, fluorescence intensity; higher % means a stronger effect. inhibition, % at 11.5 µM; hits with a dose series show IC50 in µM. 0.054% of 290,000 active;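 note: plate controls were vehicle with enzyme for no effect and no enzyme for full effect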
# Yfh1-depleted yeast: enhancers of respiration in Yfh1-depleted yeast, dose response, Friedreich's ataxia, plus single-dose screen (AID 1465). S. cerevisiae Yfh1-off respiration, WST-1 reduction, 72 h; higher fold induction means a stronger effect. fold induction at 50 µM; hits with a dose series show EC50 in µM. 0.074% of 220,000 active;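 active = fold induction of absorbance versus untreated yeast above a set limit, then at least 30% activation at any dose in follow-up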;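 note: activators that raise dye reduction in frataxin-depleted yeast; strong numbers were not always called active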
# XIAP antagonists: small molecules displacing peptide from XIAP – biochemical, IAP family, fluorescence polarization (AID 1018). XIAP BIR domain, fluorescence polarization peptide displacement; higher % means a stronger effect. displacement, % at 20 µM, or IC50 in µM where a hit was titrated. 0.007% of 200,000 active; in the data active = displacement above about 50%; note: a part of the inactive calls stands beside numbers as strong as those of hits
# WT yeast gro inh: growth inhibition of WT yeast, mitochondrial fusion screen; mitochondrial fusion phenotypic screen, WT strain; inhibition, % at 10 µM; 2.1% of 190,000 active; in the data active = inhibition above about 58%; tested in S. cerevisiae
# WT yeast gro inh mutant strain: recorded beside WT yeast gro inh, whose call it bears; inhibition, %; mitochondrial fusion phenotypic screen, mutant strain inhibition
# An asterisk follows results filed as active; i = inactive; · = no result given. Cut-off read from the data, not from the text of the source, unless noted: active = inhibition above about 50%; inactive = the rest. Random draw from the library. Share with any hit: about 3.7%.
nr	smiles	PMI inhibitors	M1AAP inhibition	P. falciparum M17LAP	TNAP activation fold	PMI inhibition
1	Cc1cc2ccccn2c1C(=O)Nc1cccc(Cl)c1	1.4%	6.6%	-1.0%	1.1	2.4%
2	CNC(C)c1cc(OC)ccc1OC (stereo not given)	0.2%	-0.5%	0.5%	1.1	-9.1%
3	COC(=O)c1ccc(-c2nn(C)c(=O)c3ccccc23)cc1	14.1%	1.5%	10.2%	1.1	16.0%
4	CCOC(=O)c1cnc2c(C)c(Cl)ccc2c1N1CCOCC1	-2.6%	7.3%	-3.2%	1.1	-4.5%
5	S=C(NCc1ccncc1)Nc1cccc(Cl)c1	-5.1%	-6.3%	2.6%	1	-2.3%
6	Cc1cccc(C)c1NC(=S)NN1CCN(C)CC1	-2.0%	1.7%	-3.8%	1.1	-0.8%
7	Cc1cc(C(=O)CSc2cccc[n+]2[O-])c(C)n1-c1ccc(Br)cc1	-8.6%	2.4%	1.4%	1.1	-2.5%
8	CCOC(=O)Cn1c(CN2CCN(C(c3ccccc3)c3ccccc3)CC2)nc2c1c(=O)n(C)c(=O)n2C	3.5%	5.7%	-8.6%	0.8	0.6%
9	O=C(Nc1ccc(-n2ccnc2P(=O)(O)c2ccccc2)cc1)c1ccccc1Br	13.3%	11.2µM*	-19.8%	1	1.9%
10	COc1ccc(NC(=O)CS(=O)CC(=O)Nc2ccc(OC)c(OC)c2)cc1 (stereo not given)	-5.2%	3.0%	-2.9%	1.1	-5.7%
11	N#CCCN(Cc1cccnc1)C(=S)NC1CC2C=CC1C2 (stereo not given)	·	3.0%	15.4%	·	·
12	Cc1cccc(SCc2noc(C(=O)NC(C)C)c2C(=O)O)c1	0.0%	4.5%	20.4%	1.1	-0.9%

nr	LYP inhibition	Yfh1-depleted yeast	XIAP antagonists	WT yeast gro inh	WT yeast gro inh mutant strain
1	5.5%	i	-2.3%	0.8	4.9
2	-6.5%	i	-1.0%	13.7	-1.8
3	-2.9%	i	-6.9%	-4.9	-5.0
4	-2.5%	·	0.9%	7.9	2.7
5	-12.5%	i	-1.1%	-2.5	14.8
6	-4.7%	i	-3.7%	10.2	2.1
7	-4.1%	i	31.4%	-12.3	0.0
8	-4.8%	i	-1.4%	1.3	-20.9
9	-2.4%	·	-22.1%	-4.0	-12.2
10	-5.5%	i	-14.1%	-8.4	3.2
11	-7.5%	i	·	·	·
12	-7.7%	i	-2.6%	5.2	2.9

# Given with one line to a screen: 9 of the compounds above
1) Cc1cc2ccccn2c1C(=O)Nc1cccc(Cl)c1
2) CNC(C)c1cc(OC)ccc1OC (stereo not given)
3) COC(=O)c1ccc(-c2nn(C)c(=O)c3ccccc23)cc1
4) CCOC(=O)c1cnc2c(C)c(Cl)ccc2c1N1CCOCC1
5) S=C(NCc1ccncc1)Nc1cccc(Cl)c1
6) Cc1cccc(C)c1NC(=S)NN1CCN(C)CC1
7) Cc1cc(C(=O)CSc2cccc[n+]2[O-])c(C)n1-c1ccc(Br)cc1
8) CCOC(=O)Cn1c(CN2CCN(C(c3ccccc3)c3ccccc3)CC2)nc2c1c(=O)n(C)c(=O)n2C
9) O=C(Nc1ccc(-n2ccnc2P(=O)(O)c2ccccc2)cc1)c1ccccc1Br
assay / entry | 1 | 2 | 3 | 4 | 5 | 6 | 7 | 8 | 9
PMI inhibitors | 1.4% | 0.2% | 14.1% | -2.6% | -5.1% | -2.0% | -8.6% | 3.5% | 13.3%
M1AAP inhibition | 6.6% | -0.5% | 1.5% | 7.3% | -6.3% | 1.7% | 2.4% | 5.7% | 11.2µM*
P. falciparum M17LAP | -1.0% | 0.5% | 10.2% | -3.2% | 2.6% | -3.8% | 1.4% | -8.6% | -19.8%
TNAP activation fold | 1.1 | 1.1 | 1.1 | 1.1 | 1 | 1.1 | 1.1 | 0.8 | 1
PMI inhibition | 2.4% | -9.1% | 16.0% | -4.5% | -2.3% | -0.8% | -2.5% | 0.6% | 1.9%
LYP inhibition | 5.5% | -6.5% | -2.9% | -2.5% | -12.5% | -4.7% | -4.1% | -4.8% | -2.4%
Yfh1-depleted yeast | i | i | i | · | i | i | i | i | ·
XIAP antagonists | -2.3% | -1.0% | -6.9% | 0.9% | -1.1% | -3.7% | 31.4% | -1.4% | -22.1%
WT yeast gro inh | 0.8 | 13.7 | -4.9 | 7.9 | -2.5 | 10.2 | -12.3 | 1.3 | -4.0
WT yeast gro inh mutant strain | 4.9 | -1.8 | -5.0 | 2.7 | 14.8 | 2.1 | 0.0 | -20.9 | -12.2

# (list continues)
nr	smiles	PMI inhibitors	M1AAP inhibition	P. falciparum M17LAP	TNAP activation fold	PMI inhibition
13	Clc1ccc(Cn2c(-c3cccnc3Cl)nc3ccccc32)c(Cl)c1	8.7%	7.7%	7.5%	1.1	12.1%
14	Cc1ccc(OCCN2C(=O)OC(C)(C)C2(C)O)cc1 (stereo not given)	-0.7%	-1.7%	6.7%	1	-4.5%
15	Cc1ccc(NC(=O)CSc2nc3c(c(=O)[nH]2)CCC3)cc1C	9.1%	-0.2%	5.9µM*	1.2	3.7%
16	COc1ccc(OC)c(NC(=O)C(=O)N/N=C/c2ccccc2[N+](=O)[O-])c1	-2.5%	5.8%	-3.3%	1	-9.8%
17	CC(C)CCn1nnnc1C(c1ccccc1)N1CCC(C(N)=O)CC1 (stereo not given)	9.8%	-3.6%	2.1%	1.1	7.9%
18	COc1ccccc1N1C(=O)CC(Sc2ccccc2N)C1=O (stereo not given)	·	3.4%	0.7%	·	·
19	C/C(=N\Nc1nc(Cl)c(Cl)cc1Cl)c1ccc(S(=O)(=O)NCc2ccco2)cc1	3.8%	5.3%	16.4%	1.1	12.6%
20	Cc1cc(C)n(-c2ccc(C(=O)Nc3ccc(S(=O)(=O)N(C)C)cc3)cc2)n1	11.9%	2.1%	-3.7%	1.1	12.5%
21	COC(=O)COc1ccc(S(=O)(=O)N2CCN(c3ccccc3)CC2)cc1	3.9%	12.8%	-15.9%	1.1	-8.3%
22	CC(C)C(CCNC(=O)CC(Cc1ccccc1)c1ccco1)c1ccco1 (stereo not given)	9.9%	13.7%	24.6%	1.1	8.6%
23	Cc1oc2c(c1C(=O)NCc1ccccc1)CCCC2	-2.6%	4.0%	15.4%	1	-6.9%
24	COc1cc(/C=N/NC(=O)C2C3CCCCC32C)cc(Br)c1O (stereo not given)	14.6%	4.5%	5.3%	1	15.3%

nr	LYP inhibition	Yfh1-depleted yeast	XIAP antagonists	WT yeast gro inh	WT yeast gro inh mutant strain
13	0.9%	i	0.2%	9.3	-0.2
14	-2.1%	i	-2.8%	3.9	5.4
15	-4.5%	i	-2.8%	11.1	6.2
16	2.2%	i	-3.3%	-9.6	-15.6
17	-9.3%	i	-3.2%	-12.9	-26.2
18	-4.2%	i	·	·	·
19	-1.8%	i	-8.1%	3.2	11.9
20	-3.9%	i	-6.3%	7.7	-8.7
21	-1.4%	i	15.1%	36.9	25.0
22	8.4%	i	-5.2%	13.5	-6.1
23	1.1%	i	-6.8%	-9.8	-7.3
24	6.9%	i	6.3%	8.4	15.1

# Next section:
nr	smiles	PMI inhibitors	M1AAP inhibition	P. falciparum M17LAP	TNAP activation fold	PMI inhibition
25	O=C(O)c1cccc(N(CCO)CCO)c1	·	2.6%	5.0%	·	·
26	CCSc1nnc2c(n1)OC1(CCCC1)Nc1ccccc1-2	3.0%	12.5%	4.0%	1	-2.3%
27	O=C(NCCC(=O)N1CCN(c2ncccn2)CC1)c1ccccc1	-1.7%	3.4%	10.5%	1.1	-6.8%
28	CCOC(=O)C1=C(N)OC2=C(C(=O)CC(C)(C)C2)C1c1cccs1 (stereo not given)	8.7%	7.9%	10.2%	1.1	16.2%
29	CCOc1ccccc1NC(=O)C1CC2CCCC(C1)C2=O (stereo not given)	10.3%	0.7%	3.7%	1.1	2.3%
30	COC(=O)c1c(NC(=O)C2CCC2)sc(C(=O)N(C)C)c1C	4.8%	-0.5%	3.1%	1	6.1%
31	O=C(OC(C(=O)NC1CCCC1)c1ccc(F)cc1)c1ccno1 (stereo not given)	5.9%	0.8%	36.6%	1.1	9.8%
32	CCC(C)NC(C(=O)Nc1ccc(Cl)c([N+](=O)[O-])c1)c1ccccc1 (stereo not given)	16.3%	5.1%	11.0%	1.1	7.6%
33	CN1C=CC=C/C1=C1\SC(=S)N(N)C1=O	7.8%	16.1%	39.3%	0.9	3.6%
34	CC(=O)Nc1ccc(S(=O)(=O)NCC(=O)OCC(=O)c2cc(C)n(-c3ccc4c(c3)OCO4)c2C)cc1	11.6%	6.4%	-0.3%	1	34.7%
35	CCOc1ccc(Nc2nc(CC(=O)OC)cc(=O)[nH]2)cc1	-1.2%	6.5%	3.3%	1.1	-2.0%
36	c1ccc(-c2ccc(OCCOCCn3cncn3)cc2)cc1	13.9%	19.8%	-5.8%	1.1	13.7%

nr	LYP inhibition	Yfh1-depleted yeast	XIAP antagonists	WT yeast gro inh	WT yeast gro inh mutant strain
25	-7.9%	i	·	·	·
26	-2.0%	i	-7.5%	10.4	-2.6
27	-5.4%	i	-0.4%	8.0	22.2
28	-2.8%	i	-2.5%	-27.5	-4.0
29	-9.3%	i	0.1%	-8.5	-3.1
30	-2.1%	i	-1.1%	-2.1	-14.5
31	-4.7%	i	-2.0%	-9.2	-9.3
32	-2.2%	i	-3.6%	14.2	-11.1
33	4.4%	i	-9.2%	11.1	11.2
34	-4.0%	i	-6.5%	-9.8	-2.8
35	-8.0%	i	0.4%	-18.4	-7.5
36	-0.8%	i	-3.8%	11.8	14.3

# Next part.
nr	smiles	PMI inhibitors	M1AAP inhibition	P. falciparum M17LAP	TNAP activation fold	PMI inhibition
37	C=CCNc1nc2c3ccccc3n(C(C)=O)c2s1	-15.9%	6.6%	10.3%	1.4	13.9%
38	O=C(NCc1ccccc1Cl)c1ccc(S(=O)(=O)Nc2cccc(C(F)(F)F)c2)cc1	27.7%	6.5%	-0.3%	1.2	16.1%
39	C=CCn1c(SCCC(=O)O)nnc1-c1cccs1	-13.3%	0.6%	5.1%	0.9	-18.6%
40	CCOc1ccccc1CNC(=O)C1CCCN(c2nc3ccccc3o2)C1 (stereo not given)	3.2%	4.3%	-3.8%	1.1	-2.4%
41	Cc1nn2c(-c3ccncc3)ccnc2c1Br	-21.7%	-5.3%	1.6%	1	-9.9%
42	COCCNC(=O)CCCn1c(=O)c2cc(OC)c(OC)cc2n(CC(=O)Nc2ccc(C)c(F)c2)c1=O	-5.5%	3.9%	-1.0%	1.2	5.1%
43	COc1ccccc1NC(=O)c1ccc(C)s1	8.8%	4.7%	10.3%	1.1	9.0%
44	COc1ccc(NC(C)=O)cc1NC(=O)CSc1nnc(-c2ccccn2)n1C	5.7%	-2.3%	-8.2%	1.1	-1.8%

nr	LYP inhibition	Yfh1-depleted yeast	XIAP antagonists	WT yeast gro inh	WT yeast gro inh mutant strain
37	-9.3%	i	-0.5%	-9.9	-4.8
38	2.5%	i	-1.8%	-27.1	15.0
39	1.9%	i	0.2%	-13.4	6.0
40	-8.6%	i	-8.4%	-21.3	-12.1
41	2.7%	i	-4.1%	-15.7	13.2
42	-8.9%	i	-6.1%	-6.6	9.8
43	-1.5%	i	0.0%	-1.3	0.9
44	-6.1%	i	-2.2%	8.0	-2.7
